TCR activator – Activators of T cell receptors: qHTS campaign | primary human leukocytes, anti-CD3, IL-2 HTRF, 48 h | Potency, µM (highest dose often 9.22 µM), inactives show at the top dose activation of IL-2 secretion, actives largely listed as activators | 330,000 tested, under 10 active | AID 504894, 2011; also: % of control where 0% means no effect
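HTRF read-out of IL-2 secretion: europium cryptate donor excited at 320nm, d2 acceptor emission at 665nm. Cells were primary human leukocytes incubated 48 hr with compounds and a-CD3 beads, supplying TCR signal only.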
Chronic BCR inh – qHTS Assay to Find Inhibitors of Chronic Active B-Cell Receptor Signaling; ABC-DLBCL IkBa-CBG/CBR reporter, luminescence ratio, 4 h; Potency, µM (top dose mostly 46.1 µM), for the others: at the highest dose ratio change, negative = lower green/red ratio, usual class: inhibitors; actives 0.05% (n = 340,000); active = well fitted inhibition curve with a large enough effect in the signal ratio, with a control signal flat, not every such curve was filed as active; inconclusive = small, poorly fitted or top-dose-only effect, or effect the other way, or a change in a side signal; the % refers to the signal ratio;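 also: potency is read from the fitted curve at half-maximal effect; plate controls were basal doxycycline-induced cells for no effect and cells given 10 µM MG132 for full effect; MG132 reads +100%, hits lower the ratio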
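Cell line TMD8 (human ABC DLBCL), stably expressing tet-inducible CBG68-IkBa fusion and CBR; IMDM/0.5% FBS; cpd up to 46 uM; dox induction, 4 h, 37C/5% CO2; dual luminescence; green/red ratio; MG132 control.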
TSHR antag – Antagonists of the Thyroid Stimulating Hormone Receptor: HTS campaign. TSHR-expressing cells, TSH-stimulated cAMP HTRF, 2 h; hits give low values. activity change, negative = inhibition, % at 11.5 µM. actives 0.2% (n = 330,000). AID 504810, 2011;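 active = activity change below a set negative limit, meaning inhibition stronger than a set level, cut at about -70% in these data; inconclusive = activity change between two set negative limits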; also: % is scaled to controls: 0 for no effect and ±100 for the full control effect
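Cell-based HTRF cAMP assay; TSHR cells + compound, TSH EC80 (4nM final), 2 h, 37 deg C. Lysis with anti-cAMP cryptate and cAMP-d2, 30 min RT, read 665/620 nm.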
KCNH2 WT inh – qHTS for Inhibitors of KCHN2 3.1: Wildtype qHTS. U2OS, BacMam KCNH2, thallium flux FluxOr; hits give low values. actives 0.37% (n = 340,000). activity change, % at 1.84 µM. Voltage-gated inwardly rectifying potassium channel KCNH2 (Homo sapiens), Q12809;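 active = maximum activity change below -70%; inconclusive = maximum activity change between -70% and -50%; inactive = maximum activity change above -50%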; also: % is scaled to controls: 0 for no effect and ±100 for the full control effect
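U2OS cells were transduced with wild-type KCNH2 virus (2.03 x 10^8 / mL) for 4 h at room temperature, then cultured overnight at 37 C. Thallium flux was read with FluxOr dye. Rate constants were normalized to DMSO controls.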
Giardia killer – Small Molecules that selectively kill Giardia lamblia: qHTS; actives 0.15% (n = 340,000); Giardia lamblia trophozoite viability; AID 540267, 2011; activity change, % at 7.66 µM, hits read low; in the data active = activity change below about -80%; inconclusive = between about -30% and that limit;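 also: parasites exposed to compound for two days anaerobically before the ATP read; % is scaled to controls: 0 for no effect and ±100 for the full control effect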
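Trophozoite viability was measured as ATP-dependent luminescence, read 15-30 min after reagent addition. Before that, parasites at 100 cells/well were exposed to compounds for 48 h, anaerobically, at 37 deg C.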
A-T KAP1 phos – qHTS Assay for Identifying a Potential Treatment of Ataxia-Telangiectasia; […] A-T fibroblasts, KAP-1 phosphorylation AlphaLISA; neocarzinostatin DNA damage 30 min before lysis; Potency, µM (top dose mostly 57.5 µM), for the others: at the highest dose activation, usual class: activators; actives 0.19% (n = 320,000); AID 485349, 2010; also: potency is read from the fitted curve at half-maximal effect; % of control where 0% means no effect; nearly all actives have a fitted effect of over 45% in size
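ATM-like activity read as KAP-1 phosphorylation via AlphaLISA donor/acceptor antibody pairs after lysis and 6 hr at 25C. Cells were ATM-null patient fibroblasts ([…], hTERT), dosed 60 min, then exposed to the DSB inducer NCS for 30 min.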
CXXC DNA block – qHTS Fluorescence Polarization Assay for Inhibitors of MLL CXXC domain - DNA interaction; Histone-lysine N-methyltransferase 2A (Homo sapiens), Q03164; Potency, µM (highest dose often 115 µM), without a hit: at the highest dose activity change, negative = inhibition, actives largely listed as inhibitors; actives 0.037% (n = 290,000); MLL-CXXC / FITC-HOXA9 DNA fluorescence polarization; active = well fitted inhibition curve with a large enough effect in the polarisation, with a control signal flat, not every such curve was filed as active; inconclusive = small, poorly fitted or top-dose-only effect, or effect the other way, or a change in a side signal; inactive = no such curve, though single readings can be large or run the other way; the % refers to the polarisation; also: potency is read from the fitted curve at half-maximal effect
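Fluorescence polarization: 7 uM MLL-CXXC (stock) preincubated 5 min with compounds, then 50 nM fluorescein-HOX-A9 DNA (stock) added; 30 min ambient. Buffer 50 mM Tris-HCl pH 7.5, 50 mM NaCl, 1 mM DTT, 0.05% BSA.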
GALK inh – qHTS Assay for Inhibitors of Human Galactokinase (GALK); Purified GALK, Kinase-Glo residual ATP luminescence; actives 0.007% (n = 270,000); AID 1868, 2009; P51570; Potency, µM (doses to about 57.5 µM), for inactives: at the highest dose activity change, negative = inhibition, usual class: inhibitors; also: potency is read from the fitted curve at half-maximal effect; % is scaled to controls: 0 for no effect and ±100 for the full control effect
Target sequence (P51570 whole entry, looked up): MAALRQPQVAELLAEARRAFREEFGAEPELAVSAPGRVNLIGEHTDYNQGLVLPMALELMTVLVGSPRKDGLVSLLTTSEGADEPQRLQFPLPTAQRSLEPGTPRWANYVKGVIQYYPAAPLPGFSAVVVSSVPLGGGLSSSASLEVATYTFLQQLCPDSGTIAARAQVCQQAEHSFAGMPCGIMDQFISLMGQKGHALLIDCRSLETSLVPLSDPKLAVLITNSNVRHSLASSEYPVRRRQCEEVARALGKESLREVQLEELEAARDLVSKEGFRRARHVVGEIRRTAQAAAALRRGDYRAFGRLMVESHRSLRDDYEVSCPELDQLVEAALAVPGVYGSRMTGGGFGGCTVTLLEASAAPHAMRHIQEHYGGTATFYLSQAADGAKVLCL
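5 nM enzyme, 35 uM ATP, 100 uM galactose, 20 mM HEPES pH8.0, 5 mM MgCl2; 1 h RT; residual ATP by Kinase-Glo Plus luminescence, qHTS format.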
Tb PFK block – qHTS Assay to Find Inhibitors of T. brucei phosphofructokinase. ATP-dependent 6-phosphofructokinase (Trypanosoma brucei brucei), O15648. T. brucei PFK, ADP-Glo luminescence. Potency, µM (highest dose often 57.5 µM), for the others: top-dose activity, negative = inhibition, usual class: inhibitors. actives 0.17% (n = 330,000). AID 485367, 2010;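 also: potency is read from the fitted curve at half-maximal effect; 0% = uninhibited 1x PFK enzyme wells and -100% = no-enzyme wells; nearly all actives have a fitted effect of over 60% in size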
Target sequence (O15648 whole entry, looked up): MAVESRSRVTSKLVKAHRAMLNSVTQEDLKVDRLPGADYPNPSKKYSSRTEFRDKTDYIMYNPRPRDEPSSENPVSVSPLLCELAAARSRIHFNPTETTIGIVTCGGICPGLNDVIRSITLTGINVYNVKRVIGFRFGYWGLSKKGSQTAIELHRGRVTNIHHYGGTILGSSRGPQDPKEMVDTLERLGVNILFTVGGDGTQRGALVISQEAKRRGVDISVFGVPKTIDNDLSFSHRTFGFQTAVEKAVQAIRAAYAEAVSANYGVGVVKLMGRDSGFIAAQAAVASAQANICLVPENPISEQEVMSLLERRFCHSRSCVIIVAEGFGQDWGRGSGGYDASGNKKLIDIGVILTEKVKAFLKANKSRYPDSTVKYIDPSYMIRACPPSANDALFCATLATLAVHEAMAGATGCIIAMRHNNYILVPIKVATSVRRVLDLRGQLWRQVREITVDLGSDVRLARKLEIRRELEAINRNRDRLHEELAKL
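Compounds were pin-transferred as a titration series up to 57 uM into substrate buffer (0.5 mM F6P, 0.1 mM ATP, pH 8.0), then 1.25 nM PFK was added and reactions ran 45 min before ADP-Glo detection.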
FBPA coupling cs – qHTS Assay for Inhibitors of Fructose-1,6-bisphosphate Aldolase from Giardia Lamblia: Coupling assay counterscreen; actives 0.67% (n = 290,000); AID 2472, 2010; coupling enzyme system counterscreen, AmpLite Red fluorescence; activity change, negative = inhibition, % at 58.2 µM, hits read low; in the data active = activity change below about -30%; also: % is scaled to controls: 0 for no effect and ±100 for the full control effect
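Counterscreen of the coupled detection system alone, without aldolase: glyceraldehyde-3-phosphate coupling enzymes plus AmpLite Red readout. Compounds at 57.5 uM final, 10 min RT preincubation, 20 min RT reaction, fluorescence 525/598 nm.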
Starred values were filed as active, the others as inactive; ? = inconclusive; · = not tested or not shown; & = joins results of further samples; [ ] = remark or other dose. Unless noted, calls follow the shape of the dose curve; as a rule, active = well fitted curve in the direction sought with a large enough effect; inconclusive = small, poorly fitted or top-dose-only effect, or another doubt; inactive = no such curve, though single readings can be large; an effect the other way counts as inactive or inconclusive.

The line under a structure holds: TCR activator, Chronic BCR inh, TSHR antag, KCNH2 WT inh, Giardia killer, A-T KAP1 phos, CXXC DNA block, GALK inh, Tb PFK block, FBPA coupling cs
> Cc1nnc(N2CCCC(C(=O)NCc3ccccc3F)C2)c2nn(-c3ccccc3)c(C)c12 (configuration not stated)
  2%, -11%, -12, 8, 7, -5%, 8%, 2%, 2%, 0
> CCOC(=O)N1CCN(CCc2ccccc2)CC1
  -15%, 3%, 3, 4, 13, 1%, 0%, 0%, 0%, -1
> O=Nc1c(-c2c(O)[nH]c3cc(Br)ccc23)[nH]c2ccccc12
  13%, ?, -11&-11, -13, -4, -4%, ?, ·, -16%, -11
> C=CCC[C@H](Cc1ccc(F)cc1)C(=O)OC[C@H](Cc1c[nH]c2ccccc12)NC(=O)[C@@H](CC=C)CC(=O)NCCO
  2%, -6%, -8, -17, 15, 6%, ·, ·, -4%, ·
> CCC(Sc1nc(N)c(NC(=O)c2ccc(Br)o2)c(=O)[nH]1)C(=O)O (configuration not stated)
  -10%, -1%, -3, -5, 12, 12%, -3%, -3%, -6%, ·
> CC(NC(=O)C1CCCN(C(=O)N(C)C)C1)c1ccccc1 (configuration not stated)
  0%, 9%, 0, 15, 10, -4%, 2%, 0%, 1%, 0
> CCOc1ccc(-n2c(=S)sc3c(=O)[nH]c(SCC(=O)NCc4ccco4)nc32)cc1
  1%, 5%, -4, 18, 0, -7%, -1%, -1%, 10%, 14
> Cc1ccc2c(c1)N(CC(=O)N1CCCc3ccccc31)C(=O)CO2
  -2%, -2%, -11, 4, -1, 0%, 9%, 8%, -1%, 4
> Cc1cc(C)c(OCC(=O)Nc2nnc(-c3ccco3)o2)c(C)c1
  1%, 1%, 0, 3, 5, 2%, 5%, 1%, -4%, 5
> COc1ccc(/C=N/NC(=O)NC23CC4CC(CC(C4)C2)C3)c(OC)c1
  -2%, 2%, -2, -3, 20, -7%, 4%, 3%, -2%, -1
> COc1c(OC(C)=O)ccc(/C=C/c2ccc3cccc(OC)c3n2)c1[N+](=O)[O-]
  0%[46.1 µM], ?, 48, -11, 6, 2%, 8%, -4%, -3%, -1
> O=C(OCCOc1ccc(F)cc1)c1ccc(S(=O)(=O)N2CCCC2)cc1
  3%, 4%, -20, 13, -13, 9%, ·, ·, 0%, ·
> CN(CCc1nc2ccc(Cl)cc2[nH]1)Cc1nc(CC2CC2)no1
  12%, ?, -6, -1, 5, -7%, 5%, -1%, -5%, 6
> O=C1c2ccccc2NC(c2ccc(Cl)cc2Cl)N1Cc1ccccc1 (configuration not stated)
  -9%, 8%, -25, 13, 2, ·, -10%, 1%, -8%, 1
> CN1CCN(S(=O)(=O)c2ccc(Sc3nc4ccccc4[nH]3)c3nsnc23)CC1
  2%, 1%, -8, -11, 15, -2%, 35%[activator], -4%, -2%, -3
> Cn1c(=O)c2[nH]c(NCC3CCCO3)nc2n(-c2ccccc2)c1=O (configuration not stated)
  4%, 21%, 2, 5, -2, 0%, -7%, 1%, 0%, 1
> O=C(NCCO[N+](=O)[O-])c1cccnc1
  4%, -16%, 34, -2, -2, ·, 4%&3%, 0%, 0%, 1&-1
> COc1ccc(C(=O)NC2CCN(C(=S)Nc3ccc(C)c(C)c3)CC2)cc1
  -1%[46.1 µM], ?, -12, 0, 8, -1%, 2%, ·, 1%, 0
> COc1ccccc1CNC(=O)CCc1nnc2ccc(NCCCN3CCCC3=O)nn12
  7%, -3%, -2, 0, 3, 1%, -6%, 6%, 0%, 4
> CN(Cc1ccccc1F)C(=O)CCCNC(=O)c1ccc(Cl)cc1
  0%, -5%, 1, 0, -8, -2%, 2%, 12%, 1%, 2
> CCCCn1c(N)c(N(CCOC)C(=O)c2cc(S(=O)(=O)N3CCCCC3)ccc2C)c(=O)[nH]c1=O
  -2%, 2%, 1, -1, 12, -3%, ·, ·, ?, ·
> O=C(c1ncc[nH]1)c1ccccc1Cl
  0%, ?, -10, -3, -8, -3%, ?, -1%, -9%, -11
> Cc1nn(C(C)C(=O)NCCCc2ccccc2)c(=O)c2nn(-c3ccccc3)c(C)c12 (configuration not stated)
  -2%, 1%, -15, -7, 3, -10%, 6%, -3%, -2%, ·
> CCN1C(=O)CSc2ccc(C(=O)NCc3ccc(OC)cc3)cc21
  5%, 9%, -13, 4, -13, -5%, 13%, 0%, 6%, 2
> Cc1ccc(S(=O)(=O)NC2CCCC2)cc1C
  -1%, 10%, 1, 0, 9, -1%, 7%, 0%, -4%, 2
> CN(CC(=O)NCc1ccc(F)cc1)S(=O)(=O)c1ccc(Br)s1
  1%, 5%, -14, -3, 6, 6%, 16%, 0%, 0%, 0
> Cc1ccc(C(C)C)c(OCC(=O)N/N=C/c2cccn2C)c1
  8%, -19%, -5, -2, 21, 3%, -2%, 3%, -2%, 0
> Cc1ccc(-c2csc(=S)n2CC(=O)OCC(=O)NCc2ccco2)cc1
  7%, -7%, -7, 10, -6, 4%, -2%, -2%, 3%, 0
> COc1ccc(C(=O)Nc2ccccc2C(=O)NC(Cc2c[nH]c3ccccc23)C(=O)O)cc1 (configuration not stated)
  -1%, -1%, -31, -3, 6, 4%, 7%, -2%, -4%, 3
> O=C(CSCc1ccc([N+](=O)[O-])cc1)N/N=C/c1cccnc1
  -2%, 3%, 11, 1, -4, -2%, -5%, -3%, 1%, 3
> C/C(=N\NC(=O)c1ccccc1C)c1ccc(N2CCOCC2)cc1
  7%, ?, 2, -1, -12, -3%, 9%, 0%, 0%, 0
> O=C(Nc1ccc2c3c(cccc13)CC2)c1ccco1
  0%, -5%, -1, 9, 12, 5%, -12%, 3%, 3%, -4
> N#CC1=C(N)C(C#N)(C#N)C2(C(=O)Nc3ccccc32)C2CCCC=C12 (configuration not stated)
  0%, ?, 2, -1, 4, -4%, 1%, 1%, 4%, -20
> O=C(c1ccccc1)N1CCN(c2nc3ccc([N+](=O)[O-])cc3s2)CC1
  -8%, 3%, -26, -1, -11, 3%, 1%, -1%, 2%, 0
> CC(C)=NNc1nc(-c2ccc([N+](=O)[O-])cc2)cs1
  ·, ?, -8, 6, 5, -4%, 1%, 1%, 3%, -1
> O=C(N/N=C/c1ccc(N2CCOCC2)cc1)c1ccncc1
  10%, ?, -14, 0, -7, -7%, ·, ·, 10%, ·
> Cc1ccc(C)c(NC(=O)CCC(=O)NNC(=O)C(c2ccccc2)c2ccccc2)c1
  -3%, ?, -9, -4, 3, 1%, 37%[activator], ·, -1%, 0
> CCC(C)c1ccc(NC(=S)NC2CCN(Cc3ccccc3)CC2)cc1 (configuration not stated)
  -5%[46.1 µM], 6%, -8, 12, -5, -8%, 6%, 1%, -4%, -2
> CCN(CCCn1c(=S)[nH]c2ccc(N3CCOCC3)cc2c1=O)c1ccccc1
  2%, 0%, -11, -15, 5, -5%, 4%, -3%, -1%, -1
> Cc1ccc(S(=O)(=O)NNC(=O)c2ccccc2O)cc1
  -4%[46.1 µM], 0%, 0, 0, 4, -7%, 11%, -1%, 1%, 1
> CCCN1C(=O)/C(=c2\s/c(=C3\C=Cc4ccccc4N3CC)c(=O)n2-c2ccccc2)SC1=S
  -1%[46.1 µM], -4%, 4, ·, ·, 15%, -5%, 0%, 0%, 0
> COc1ccc(NC(=O)CSc2ccc(C)cc2)cc1
  -4%[46.1 µM], 0%, -8, 7, 6, 5%, -1%, 1%, -3%, 6
> CC(C)(C)C1CCC(OC(=O)CCC(=O)Nc2ccccc2)CC1 (configuration not stated)
  -4%[46.1 µM], 15%, 6, 8, 0, -5%, 5%, 1%, 7%, 0
> NCC(O)CN1CCN(Cc2ccccc2)CC1 (configuration not stated)
  -9%, -3%, 10, -4, 12, -2%, 4%, 4%, -3%, 0
